# RT RNaseH block = HIV-1 RT RNase H inhibitors, primary screen, biochemical, fluorescence; actives 1.9% (n = 65,000); Gag-Pol polyprotein (Human immunodeficiency virus type 1 group M subtype B (isolate …; RT-RNase H RNA/DNA duplex cleavage; inhibition, % at 10 µM; in the data active = inhibition above about 50%
# RmlCD inh mix = RmlC and RmlD coupled enzyme inhibitors, primary screen, biochemical, 384-well, compound mixtures, retest. RmlC/RmlD coupled enzyme inhibition, 384-well mixture HTS. inhibition, % at 5.5 µM. actives 0.39% (n = 110,000). AID 1532, 2009; in the data active = inhibition above about 30%, passing the limit was not always enough; inconclusive = no clear call, values can overlap the other calls; note: strong numbers were not always called active
# * = called active by the depositor; ? = inconclusive; / = not tested or not shown. Only part of the results is shown. The share of hits here may be higher or lower than overall.
molecule	RT RNaseH block	RmlCD inh mix
COc1ccc(-c2c[n+]3c4n2CCCCC4=C(c2ccccc2)C3)cc1	/	91*
CCN(CC)S(=O)(=O)c1ccc(C(=O)OC2CCCCC2CN(C)C)cc1 (stereo not given)	-4	-16
Nc1ncc(-c2ccccc2)n1CC1CCCO1 (stereo not given)	13	-12
CCC/C(=N/Nc1ccc(Cl)cc1)c1cnnc(-c2ccccc2)n1	/	2
COC(=O)CC1Nc2ccccc2SC1=O (stereo not given)	-3	?
Cc1csc2nc3ccccc3c(=O)n12	-11	/
CCN1C(=O)/C(=C2/Sc3ccccc3N2CCCS(=O)(=O)O)SC1=S	33	-9
CCOC(=O)c1ccccc1NC(=O)CSc1cccc[n+]1[O-]	/	-14
CN=c1scc(C)n1/N=C/c1ccc(O)cc1	-3	-31
CCCCN(CCCC)C(=O)c1ccccc1NC(=O)CN1C(=O)c2ccccc2C1=O	/	4
CC(C)C(c1nnnn1Cc1ccco1)N1CCN(C2CCCC2)CC1 (stereo not given)	2	-14
Nn1c(Nc2ccccc2)nc2ccccc21	2	-1
COc1ccc(N(C)C(=O)CCS(=O)(=O)c2cccc3nonc23)cc1	-19	-5
CCOC(=O)c1c(C)[nH]c(C(=O)COC(=O)c2ccncc2)c1C	-22	4
CC1CCN(C(=O)C2CCC(CNS(=O)(=O)c3cccc4cccnc34)CC2)CC1 (stereo not given)	-9	/
O=C(Nc1nncs1)Oc1ccccc1	4	0
C=CCn1cnc2scc(-c3ccc(CC)cc3)c2c1=O	/	-12
O=C(Oc1ccccc1C(=O)N1CCOCC1)c1ccccc1	-13	-10
CC(=O)c1cccc(NS(=O)(=O)N2CCCCC2)c1	-18	-13
CCCCNc1ccc(C(CC(N)=O)NC(=O)Cc2cccc3ccccc23)cc1[N+](=O)[O-] (stereo not given)	/	-7

molecule	RT RNaseH block	RmlCD inh mix
CC(C(=O)NCC1CCCO1)N(C(=O)c1snc(C(N)=O)c1N)c1cccc(F)c1 (stereo not given)	-19	8
c1c2c(cc3sc(N4CCCCC4)nc13)OCO2	9	/
COc1ccccc1NC(=O)COc1ccc(C(=O)OCC(=O)N2CCCC2=O)cc1OC	49	6
O=c1c2ccccc2nc(-c2ccc(Cl)cc2Cl)n1-c1ccncc1	/	1
O=C1c2ccccc2C(Nc2ccc(F)c(Cl)c2)N1c1ccccn1 (stereo not given)	-7	8
C(#CCN1CCOCC1)COC(c1ccccc1)c1ccccc1	/	-11
CC(NC(=O)N(Cc1ccccc1)Cc1ccc2c(c1)OCO2)(C(F)(F)F)C(F)(F)F	/	9
CC1Cc2nc(SCC(=O)NCc3ccco3)n(-c3ccccc3)c(=O)c2S1 (stereo not given)	-1	-4
COc1ccc(/C=N/n2cc(-c3ccccc3)nc2N)cc1	10	8
Cc1cc2sc(C(=O)O)c(C)c2s1	/	-9
CCCn1c(=O)[nH]c(=O)c2[nH]cnc21	-3	4
Cc1cc(Cl)ccc1OCCCC(=O)NC1CCN(C)CC1	-15	4
CCC(CC)NC(=O)c1n[nH]c(=O)c2ccccc12	-4	-8
O=S1(=O)NC(=NCc2ccccc2)c2ccccc21	-5	4
O=C(CN1CCN(Cc2ccccc2)CC1)c1c[nH]c2ccccc12	-7	-19
C=CCn1c(CSc2nc3ccccc3s2)nnc1SCC(=O)NCc1ccccc1	/	3
CCCC(C)NC(=O)C1CCN(S(=O)(=O)c2ccccc2)CC1 (stereo not given)	/	-3
O=C(CSc1nnc(-c2ccccc2Cl)o1)Nc1ccc2c(c1)OCCO2	/	-14
COc1ccc(CNc2ccc3cn[nH]c3c2)c(OC)c1OC	4	-9
Cc1ccc(NC(=O)CCC(=O)NNC(=O)c2cccc([N+](=O)[O-])c2)cc1C	/	-9

molecule	RT RNaseH block	RmlCD inh mix
O=C(c1cnn2c1NC(c1ccc(Br)cc1)CC2C(F)(F)F)N1CCN2CCCC2C1 (stereo not given)	3	6
O=C(COc1ccc(Cl)cc1Cl)NC(=O)N1CCCCC1	-14	9
CCOC(=O)N1CCN(C(=O)c2cccc(NC(=O)c3ccco3)c2)CC1	-21	-9
O=C(Nc1nn(Cc2ccccc2F)cc1Br)c1cccs1	-32	-11
CCn1c(SCc2ccc(C(=O)Nc3nccs3)cc2)nnc1-c1ccc(N)cc1	/	-6
COc1ccc(CN2C=C3C(=O)C(C)(OC(=O)C4CCCC4)C(=O)C=C3C=C2c2ccsc2)cc1 (stereo not given)	/	12
O=C(CCN1C(=O)C2CC=C(Cl)CC2C1=O)NCc1ccccc1 (stereo not given)	/	7
CCCS(=O)(=O)N1CCN(Cc2ccc(OCc3ccccc3)c(OC)c2)CC1	-4	-1
CCCc1n[nH]c2c1/C(=N\O)CCC2	/	10
Cn1c(=O)n(Cc2ccc(F)cc2)c(=O)c2c1nc1n2CCCN1Cc1ccccc1	-25	-13
COc1ccc(NC(=O)c2cc(-c3cc(C)ccc3O)n[nH]2)cc1Cl	51*	5
COc1ccc(C(=O)C2CN(c3ccccc3)CC2c2ccc(Cl)cc2)cc1 (stereo not given)	/	5
C/C=C(/C)C(=O)Nc1cccc(C2=NOC3(C2)C[C@@H](C(N)=O)N(C(=O)CCCCC)C3)c1 (stereo not given in full)	/	8
CCOC(=O)C(NC(=O)c1ccc(OC)cc1)(OCC1(CC)COC1)C(F)(F)F (stereo not given)	-2	10
COc1ccccc1N(CC(=O)NC1CCCC1)C(=O)CCC(=O)Nc1cc(C)on1	-1	-8
O=C(Nc1ccccc1)N1CCCN(Cc2ccccc2F)C1	-12	6
CCSc1nc2ccccc2n1CCC(=O)O	-6	-14
COc1ccc(Cc2nccc3cc(OC)c(OC)cc23)cc1OC	-27	7
O=C(CCN1CCc2ccccc2C1)Nc1ccccc1F	-10	-13
N/C(=N\OC(=O)c1ccc(Cl)cc1)c1nonc1N	/	3

molecule	RT RNaseH block	RmlCD inh mix
O=C(N/N=C1/C(=O)c2cccc3cccc1c23)c1ccc(Cl)cc1	/	15
CCOc1ccccc1CNn1nnnc1N	/	5
Cc1csc2ncc(C(=O)NCc3ccco3)c(=O)n12	-17	-1
CN(C)S(=O)(=O)c1ccc2oc(SCC(=O)NCC(F)(F)F)nc2c1	-9	13
Cc1cn(C(=O)C(C)N2C(=O)c3ccccc3C2=O)c(C)n1 (stereo not given)	/	11
Cc1c(NS(=O)(=O)c2cccc(C(=O)NCc3ccncc3)c2)c(=O)n(-c2ccccc2)n1C	/	0
COc1ccc(NC(=O)C2CCN(S(=O)(=O)c3ccc(OC)c(OC)c3)CC2)cc1	/	0
CCOC(=O)N1CCN(C(=O)C(C)(C)Oc2ccc(Cl)cc2)CC1	1	7
Cc1ccc2c(c1)N(C(=O)NC1CCCCC1)C(C)(C)CC2C (stereo not given)	/	-15
Cc1cc(NCCCN2CCOCC2)n2ncc(-c3ccccc3)c2n1	-8	-3
CC(=O)c1cn(CC(=O)Nc2ccc(C)cc2C)c2ccccc12	/	13
C=CCOC(=O)C1=C(C)NC(=O)NC1C1CC=CCC1 (stereo not given)	-17	5
Cc1cc(C)n(C(=O)CCNC(=O)c2ccccc2Cl)n1	/	-8
Cc1cccc(-c2noc(CN(C(=O)c3ccc(Br)o3)C(C)C)n2)c1	-15	0
COc1ccc(-c2csc(N3CCN(C(=O)c4ccco4)CC3)n2)cc1	-6	-7
O=C(NCc1ccncc1)C12CC3CC(CC(C3)C1)C2	-6	/
CCC1ON(c2ccccc2)C2c3nc4ccccc4n3CC12 (stereo not given)	/	-6
Cn1c2ccccc2c2c(C(=O)NCc3ccco3)cn(C3CCCCC3)c(=O)c21	10	7
COc1cccc(-c2cc(C(=O)Nn3cnnc3)c3ccccc3n2)c1	-4	17
CCO[C@@H]1OC(C(=O)NC2CC2)=C[C@H](c2ccc3c(c2)OCO3)[C@H]1CCCO	/	9

SMILES,RT RNaseH block,RmlCD inh mix
O=C(O)C1CCN(S(=O)(=O)c2cccnc2)CC1,-22,-14
O=S(=O)(Nc1cccnc1)c1ccc(Cl)cc1,/,-14
O=C1OCCC1Sc1nc2ccccc2[nH]1 (stereo not given),-3,10
COC(=O)C1C2C=CC3(CN(CC4CCCO4)C(=O)C13)O2 (stereo not given),-5,2
Cc1c(NC(=O)C(C)OC(=O)CC2Sc3ccccc3NC2=O)c(=O)n(-c2ccccc2)n1C (stereo not given),1,-17
CCOC(=O)C1=C(N)OC2=C(C(=O)CCC2)C12C(=O)N(CC(N)=O)c1ccccc12 (stereo not given),/,-6
C#CCn1c(=NC(=O)c2cccs2)sc2cccc(OC)c21,2,/
CC1(C)C(=O)Nc2ccccc2N1C(=O)COC(=O)c1ccc(Cl)c(S(=O)(=O)NCc2ccccc2)c1,/,-11
COc1ccc(-c2nnn(CC(=O)N(CC(=O)NCCC(C)C)Cc3cccs3)n2)cc1OC,0,-9
CC1(OC(=O)c2cnc3ccccc3n2)C(=O)C=C2C=C(c3ccc(C#N)cc3)OC=C2C1=O (stereo not given),/,-17
COC(=O)Cn1cc(C(=O)OC)c2ccccc21,-2,-8
O=C(CC1Oc2ccccc2NC1=O)NCc1ccc(Cl)cc1 (stereo not given),3,-10
O=S(=O)(NCc1cc(-c2ccc(Cl)cc2)no1)c1ccccc1,/,-12
COc1ccccc1N1CCNCC1,/,-12
O=C(O)c1cc2ccc3ccccc3c2[nH]1,-3,-7

SMILES,RT RNaseH block,RmlCD inh mix
Fc1cccc2sc(Nc3nnc(-c4ccccc4)o3)nc12,23,-3
CC(=O)Nc1nc(CC(C)C)cc(-c2ccco2)c1C#N,0,50
Cc1ccc(C)c(S(=O)(=O)NC(CC(C)C)C(=O)O)c1 (stereo not given),4,/
COC(=O)[C@@H](NC(=O)Nc1ccccc1F)C(C)C,2,2
Cn1ccnc1SCC(=O)N(C1CCCCC1)C1CCCCC1,-2,-13
Cc1ccc(CC(=O)Nc2nc3ccccc3s2)cc1,/,-19
COc1ccccc1-n1nnnc1S(=O)(=O)Cc1ccc(Cl)cc1,-34,/
O=c1nc2n(c3c4c(sc13)CCC4)CCC2,-2,-10
Nc1nc2c3ccccc3nc(C3CC3)n2n1,-8,15
O=C(Nc1c(Cl)cc(Cl)cc1C(=O)NCc1cccnc1)c1ccc(Cl)cc1Cl,/,-8
COc1ccc(NC(=O)CNc2cccc(C#N)c2)cc1Cl,-1,-4
COc1cccc(N2C(=O)NC(=O)C3(Cc4cc(C)ccc4N(C)C3)C2=O)c1 (stereo not given),5,8
CC(C)(C)NC(=O)c1sccc1C(=O)O,11,-19
CCOc1ccc(OCc2ccc(C(=O)NCc3cccnc3)o2)cc1,/,-12
O=C(Cn1cnc2sc(-c3ccccc3)cc2c1=O)NCc1ccco1,18,21

# Shown with values under each structure: 3 of the compounds above
# Under each structure: RT RNaseH block, RmlCD inh mix
Nc1nc2c3ccccc3nc(C3CC3)n2n1
→ -8, 15
CC(=O)Nc1nc(CC(C)C)cc(-c2ccco2)c1C#N
→ 0, 50
O=c1nc2n(c3c4c(sc13)CCC4)CCC2
→ -2, -10

# New compounds follow.
SMILES,RT RNaseH block,RmlCD inh mix
CCOc1cc(C)c(Cl)cc1S(=O)(=O)n1nnc2ccccc21,-121,2
CC1CCN(C(=O)C2(NC(=O)Nc3cccc(F)c3)CCCCC2)CC1,/,-13
COCCNc1nc(C)cc(-c2cc(C(=O)Nc3ccccc3)on2)n1,/,17
Cc1ccc(S(=O)(=O)N2CCN(c3ccc4nnc(-c5ccccc5)n4n3)CC2)cc1,/,-10
CN(C)CC(C)(C)CNS(=O)(=O)c1cccc(Cl)c1Cl,/,10
O=C(Nc1ccc(S(=O)(=O)NCc2ccccc2)cc1)c1ccc(Br)o1,/,4
CC(C)N(C(=O)CSc1nc2ccccc2n1Cc1ccc(F)cc1)C(C)C,/,-16
CCN(CC)S(=O)(=O)c1ccc(Cl)c(C(=O)NC)c1,-2,6
CCC(=O)Nc1c(C(=O)N2CCCCCC2)cnn1-c1ccc(C)c(C)c1,-1,7
N#Cc1cc(-c2ccccc2)c[nH]c1=O,/,39
CCC1(CC)C(=O)C2=C3C1[C@H](C(=O)OC)C=C(C(=O)OC)C[C@H]3[C@H]1C(=O)N(CC(=O)OC)C(=O)[C@H]1[C@H]2C (stereo not given in full),/,13
CCOc1nc(Nc2ccc(OC)cc2)nc(OCC)n1,/,-11
O=C(Nc1ccc2c(c1)OCCO2)c1cc2sccc2n1Cc1ccccc1,/,-13
Cc1ccn2cc(C(=O)Nc3ccc4c(c3)OCCO4)nc2c1,4,10
CCCn1c(CNc2ccccc2O)nc2ccccc21,28,9

# Entries of single compounds as entered above. Order of values: RT RNaseH block | RmlCD inh mix
# CC(C)N(C(=O)CSc1nc2ccccc2n1Cc1ccc(F)cc1)C(C)C across the screens: / | -16
# CCCn1c(CNc2ccccc2O)nc2ccccc21 across the screens: 28 | 9
# CCOc1nc(Nc2ccc(OC)cc2)nc(OCC)n1 across the screens: / | -11
# CCOc1cc(C)c(Cl)cc1S(=O)(=O)n1nnc2ccccc21 across the screens: -121 | 2
# COCCNc1nc(C)cc(-c2cc(C(=O)Nc3ccccc3)on2)n1 across the screens: / | 17

# Further results.
SMILES,RT RNaseH block,RmlCD inh mix
c1ccc(-c2ccnc3nc(N4CCN(c5ccccc5)CC4)nn23)cc1,/,53
Cc1ccccc1C(=O)c1cccn1CC(=O)NCCN1CCN(c2cccc(C)c2C)CC1,/,3
O=C(NCc1ccccc1Cl)c1cnn2cccnc12,-89,-4
NC(=O)NC(c1ccccc1)c1ccccc1,/,-16
CCN(CC)S(=O)(=O)c1cccc(C(=O)Nc2cc(C)cc(C)c2)c1,/,6
Cc1ccccc1C(=O)NNC1=NCCC1,/,-11

# Compound activity (PubChem BioAssay)
